# SMARCA2 activ: increases SMARCA2 function in MMTV reporter cells; MG213 cells, MMTV-luciferase reporter, dexamethasone, overnight; activation, % at 9.1 µM; actives 1% (n = 370,000); AID 652017; in the data active = activation above about 7.8%;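 also: 0% = vehicle wells and 100% = reference activator wells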
# NR1D1 modulator: modulators of human Rev-erb alpha DNA binding; P20393; Rev-erbα–FITC-DNA binding, fluorescence polarization, 90 min; actives 0.79% (n = 370,000); activity, % at 10 µM;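 active = activity above about 14%, limit read from the data; passing the limit was not always enough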;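 also: 0% = DMSO wells with 35 nM protein and 100% = DMSO wells with 750 nM protein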
# HTRA1 inh: inhibitors of human serine peptidase HTRA1; recombinant HTRA1, FP-rhodamine activity-based probe, fluorescence polarization; actives 0.5% (n = 340,000); inhibition, % at 5.96 µM; Q92743; in the data active = inhibition above about 36%;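 also: 0% = enzyme with DMSO and 100% = wells lacking enzyme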
# GC-A act: GC-A (human) enzyme activation; activation, % at 10 µM; actives 0.14% (n = 370,000); AID 1671463; HEK293 GC-A cells, cGMP TR-FRET, EC30 ANP; 0% at EC30 ANP, 100% saturating ANP; in the data active = activation above about 40%
# Target sequence (P16066 whole entry, looked up): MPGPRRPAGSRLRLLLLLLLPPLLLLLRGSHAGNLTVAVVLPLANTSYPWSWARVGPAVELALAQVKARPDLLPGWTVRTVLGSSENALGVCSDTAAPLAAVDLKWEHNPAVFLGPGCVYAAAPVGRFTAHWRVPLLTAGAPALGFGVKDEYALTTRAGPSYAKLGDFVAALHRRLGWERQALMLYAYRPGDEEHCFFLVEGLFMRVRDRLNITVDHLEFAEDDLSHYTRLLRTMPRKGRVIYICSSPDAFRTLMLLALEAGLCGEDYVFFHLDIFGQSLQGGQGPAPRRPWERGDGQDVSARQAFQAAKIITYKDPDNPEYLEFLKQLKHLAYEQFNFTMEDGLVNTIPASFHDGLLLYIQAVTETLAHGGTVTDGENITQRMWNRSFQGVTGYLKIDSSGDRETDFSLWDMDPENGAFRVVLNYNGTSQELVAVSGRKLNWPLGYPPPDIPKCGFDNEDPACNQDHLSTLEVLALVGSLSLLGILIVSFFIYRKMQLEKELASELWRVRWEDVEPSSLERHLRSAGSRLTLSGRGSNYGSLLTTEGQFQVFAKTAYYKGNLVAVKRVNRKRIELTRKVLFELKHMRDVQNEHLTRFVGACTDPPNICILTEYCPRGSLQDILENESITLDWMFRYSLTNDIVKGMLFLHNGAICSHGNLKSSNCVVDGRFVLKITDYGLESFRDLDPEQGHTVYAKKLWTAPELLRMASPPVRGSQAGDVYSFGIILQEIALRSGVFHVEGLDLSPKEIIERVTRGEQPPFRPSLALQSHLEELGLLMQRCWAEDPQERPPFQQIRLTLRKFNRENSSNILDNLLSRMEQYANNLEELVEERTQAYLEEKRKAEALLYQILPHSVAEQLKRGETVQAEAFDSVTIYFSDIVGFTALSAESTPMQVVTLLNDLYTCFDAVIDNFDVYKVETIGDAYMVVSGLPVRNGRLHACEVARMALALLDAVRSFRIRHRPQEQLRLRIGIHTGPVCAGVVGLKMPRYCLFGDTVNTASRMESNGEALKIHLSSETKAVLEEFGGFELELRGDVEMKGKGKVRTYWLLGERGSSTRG
# mABHD4 FP: ABHD4 (mouse) inhibition, primary FP screen. actives 0.54% (n = 370,000). purified mABHD4, FP-Rh probe fluorescence polarization. inhibition, % at 8.92 µM;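 active = inhibition exceeding the mean over every tested compound plus 3 SD, cut at about 30% in these data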;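 also: 0% = plate median of compound wells and 100% = S159A mutant with DMSO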
#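 Material: mouse ABHD4 enzyme, wild type; Benchmarks: S159A mutant high control, sample median low control; Buffer or medium: HEPES pH 7.0, NaCl, Pluronic buffer; Signal: fluorescence polarization; Read-out: percent inhibition of probe binding, normalized to plate controls; Timing: pre-incubation 45 min, probe exposure 60 min, at 25 °C; Dosing: 8.92 µM, single dose.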
# NPR2 activator: GC-B (human) receptor activation; P20594; HEK293-GC-B cells, CNP EC30, cGMP TR-FRET; 0% at EC30 CNP, 100% saturating CNP; activation, % at 10 µM; actives 0.11% (n = 370,000);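 active = activation at 10 µM reaching about 35% in either raw or pattern-adjusted values, limit read from the data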
# ASAP1 inh: ASAP1 ArfGAP inhibition. Q9ULH1. AID 624377. ASAP1-stimulated ARF1 GTP hydrolysis, GDP FP detection. actives 0.19% (n = 360,000). inhibition, % at 16.5 µM; in the data active = inhibition above about 25%;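 also: 0% = vehicle with enzyme and substrate and 100% = no enzyme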
# rCAG binder: binds r(CAG) RNA repeats; r(CAG) RNA repeat, TO-PRO-1 dye displacement fluorescence; inhibition, % at 3 µM; actives 1.3% (n = 370,000); AID 651821;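 active = inhibition above the plate cutoff, the mean of all test compounds on that plate plus 3 SD, cut at about 35% in these data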;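 also: 0% = DMSO alone and 100% = 100 µM mitoxantrone as full dye displacement; higher means more dye released from RNA so lower well fluorescence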
# PG9 Ab binder: binds the HIV-1 gp120 antibody PG9 | AID 624416 | actives 0.43% (n = 360,000) | inhibition, % at 6.7 µM | TR-FRET gp120-PG9 antibody binding; in the data active = inhibition above about 8.5%
# ARFGAP1 inh: rat ARFGAP1 inhibition; AID 651572; inhibition, % at 16.5 µM; actives 0.26% (n = 360,000); Q62848; Arfgap1-stimulated ARF1 GTP hydrolysis, GDP FP detection;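 active = inhibition above a per-plate limit, mean inhibition of low control wells plus 3 SD, cut at about 25% in these data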;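 also: 0% = DMSO wells with enzyme and 100% = wells lacking Arfgap1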
#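 Material: rat Arfgap1 GAP domain (His6, aa 1-136), purified enzyme. Also added: human ARF1(Δ1-17)-GTP substrate. Compound dosing: 16.5 µM single point, 1.26% DMSO. Timing: enzyme reaction 120 min at 25 °C after 20 min preincubation. Signal: GDP detection by fluorescence polarization. Read-out basis: percent inhibition of GAP-stimulated GDP formation, scaled between DMSO and no-Arfgap1 medians.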
# The depositor's hits bear a star; · = not tested or not shown.
molecule	SMARCA2 activ	NR1D1 modulator	HTRA1 inh	GC-A act	mABHD4 FP	NPR2 activator	ASAP1 inh	rCAG binder	PG9 Ab binder	ARFGAP1 inh
CC(=O)Nc1ccccc1NS(=O)(=O)c1ccc(Cl)cc1	1	-1	-2	2	-3	8	-13	5	-0.4	-4
CN(C)S(=O)(=O)N1CCN(Cc2ccccc2)CC1	5	-1	2	5	-9	0	5	2	-0.7	6
COCCN(C(=O)c1cc(-c2ccccc2Cl)nc2ccccc12)c1c(N)n(CC(C)C)c(=O)[nH]c1=O	1	-3	10	-1	0	0	4	4	-0.2	3
COC(=O)[C@]12CCCCC=C1N(Cc1cccc3ccccc13)C(=O)[C@H](CC(=O)NCc1ccc(OC)c(OC)c1)C2	-6	1	·	-7	-12	-1	-9	12	-1.0	-3
NC(=O)CC1C(=O)N(c2ccccc2)C(=S)N1NC(=O)c1ccccc1 (configuration not stated)	8.0*	4	2	2	3	4	-5	5	0.1	-6
CC(C)OC(=O)c1ccc(OC(=O)c2cccnc2)cc1	-3	3	-1	1	-5	1	5	-7	-1.5	-8
C=C(C)CNC(=O)c1ccc2nc(Cc3ccc(OC)cc3)oc2c1	4	-3	4	1	8	-2	-10	1	0.4	3
O=C(NCC(F)(F)F)c1cc2c(c(-c3cccc(-c4ccccc4F)c3)n1)[C@H](CCO)N(C(=O)CC1CC1)C2	-3	10	·	-4	-11	-1	-5	9	-0.2	8
CCCc1cc(=O)[nH]c(SCC(=O)c2cc(C)n(-c3c(C)n(C)n(-c4ccccc4)c3=O)c2C)n1	-1	0	0	4	1	0	3	-1	0.1	-5
CC(=O)OCCNc1cc(Sc2nc3ccccc3[nH]2)c2nonc2c1[N+](=O)[O-]	-11	-2	-4	36	19	20	4	12	1.9	4
Cc1ccc(C(=O)NC(=S)NCc2ccccc2)cc1	2	0	-26	0	-7	-5	-15	-2	-0.9	4
C=CC[C@@H](Cc1ccc(F)cc1)C(=O)OC[C@@H]1CCCN1C(=O)[C@H](CC=C)CC(=O)N[C@H](CO)Cc1ccccc1	-3	2	-20	-2	-8	-4	5	-4	1.4	-2
Cc1ccc(-n2c(SCC(=O)Nc3ccc4cn[nH]c4c3)nnc2-c2ccccc2)cc1	5	2	·	-18	-101	-19	·	6	·	·
O=C1NCCN1CCN1C(=O)c2ccccc2NC1c1ccccc1 (configuration not stated)	0	-5	6	0	-7	-10	-1	-2	-1.9	3
CC(=O)N1CC2(CC(=O)OC(C)C)CN(C(C)=O)CC(CC(=O)OC(C)C)(C1)C2=O	3	-5	-6	-1	4	2	1	2	0.4	-5
O=C(Nc1ccc(Cl)c(S(=O)(=O)N2CCOCC2)c1)C1=NN(c2ccccc2)C(=O)CC1	-3	0	0	-3	1	-1	6	7	1.5	-6
O=c1cc(C(F)F)oc2c1ccc1ccccc12	0	2	0	0	5	-3	-3	2	1.0	0
NCCCCCc1cn([C@@H](CO)C(=O)NCCCCCCCCCCC(=O)N2CCNCC2)nn1	2	1	8	2	1	1	-7	1	-3.3	0
Cc1nn(C)cc1C(C)Nc1nc2nonc2nc1N1CCCCC1 (configuration not stated)	-2	3	4	-1	-1	6	-14	0	0.5	4
c1ccc(Cn2c(Nn3cnnc3)nc3ccccc32)cc1	1	-3	-5	-2	-1	0	-3	-4	-0.8	-7
CC(=O)N1CCc2c(sc3c2c(=O)n(-c2ccccc2)c(=O)n3CC(=O)NCC2CCCO2)C1 (configuration not stated)	-2	-1	-8	1	3	-5	-6	4	-1.3	-2
O=S(=O)(c1ccc(Cl)cc1)c1cnc(-c2cccnc2)nc1-c1ccccc1	-1	3	5	-4	-2	-5	14	-2	-0.9	5
COc1ccc(-c2cc(C)no2)cc1S(=O)(=O)Nc1cccc(C)c1	-2	4	-23	-7	-2	-11	0	4	-0.6	7
Cc1occc1C(=O)NCc1ccccn1	-1	0	1	3	-1	3	-16	0	0.1	-1
Oc1ccc(Cl)cc1CNCC1CCCO1 (configuration not stated)	0	-3	2	3	15	-2	6	6	-1.8	9
C/C(=N\OCC(=O)Nc1ccc2c(c1)OCCO2)c1ccc2c(c1)OCCO2	3	-4	-7	-1	-9	4	9	-2	-0.9	0
CC(C)(C)C(=O)NCCn1ccc2ccccc21	0	-4	6	2	-3	1	11	1	-0.5	3
Cc1ccc(S(=O)(=O)N2CCC(C(=O)OC(C)C(=O)NCc3ccc4c(c3)OCO4)CC2)cc1 (configuration not stated)	-2	4	-5	0	-2	-3	-3	-4	1.2	1
O=C(OCC(CO)OC(CO)n1ccc(=O)[nH]c1=O)c1ccccc1 (configuration not stated)	-4	6	13	0	0	-1	5	2	-1.4	1
O=C(NC1CCCCCC1)C1CC(=O)N(Cc2ccccc2)C1 (configuration not stated)	-3	-4	1	0	2	5	-6	-2	-0.1	-10
O=C(Cn1c2ccc(F)cc2c2nc3n(c(=O)c21)CCS3)Nc1ccc(Cl)cc1F	-2	0	-14	-3	-2	-1	20	9	0.2	42*
CCCCn1cnc2c(c(CC#N)nn2-c2ccccc2)c1=N	-1	9	-5	6	-1	-1	-5	2	-1.0	13
CCSCc1nnc(SCC(=O)Nc2nccs2)n1CC	1	2	3	2	-3	14	1	-6	0.1	6
Cc1ccccc1/C=C1\C(=O)Nc2ccc(F)cc21	-2	-1	-10	-1	-14	-3	2	4	1.9	0
COc1ccc(OC)c(-c2csc(NC(=O)CSCC(=O)Nc3cc(C)on3)n2)c1	-4	3	-14	-5	-1	-10	-9	3	0.8	2
O=C(/C=C/c1ccco1)Nc1ccccn1	0	-1	-1	-3	13	4	-6	-1	-1.4	2
Cc1ccc(Cn2nnc3c(=O)[nH]c(C4CCN(S(=O)(=O)Cc5ccccc5)CC4)nc32)cc1	-4	1	-27	-6	2	-2	-1	7	-2.2	-13
CN1C(=O)C(CC(=O)N2CCN(C(c3ccccc3)c3ccccc3)CC2)N(C)C1=O (configuration not stated)	-2	-8	-1	4	-4	-1	12	1	0.1	-8
c1ccc(-c2nnc(-c3ccccn3)c(-c3ccccn3)n2)nc1	1	-2	·	0	-4	-2	7	3	-1.9	-10
Cc1cccc(OCCOC(=O)CN2C(=O)NC3(CCCC3)C2=O)c1	3	1	4	1	11	-4	0	-9	-1.7	9

# Results in NPR2 activator (3 entries from above):
Structure	NPR2 activator
Cc1ccccc1/C=C1\C(=O)Nc2ccc(F)cc21	-3
COc1ccc(OC)c(-c2csc(NC(=O)CSCC(=O)Nc3cc(C)on3)n2)c1	-10
Cc1ccc(Cn2nnc3c(=O)[nH]c(C4CCN(S(=O)(=O)Cc5ccccc5)CC4)nc32)cc1	-2

# New compounds follow:
molecule	SMARCA2 activ	NR1D1 modulator	HTRA1 inh	GC-A act	mABHD4 FP	NPR2 activator	ASAP1 inh	rCAG binder	PG9 Ab binder	ARFGAP1 inh
O=C(CC1CCCC1)OCn1nnc2ccccc2c1=O	0	2	2	-2	1	0	18	-7	0.8	13
Cc1ccc2nc(NC(=S)NC(=O)c3ccco3)sc2c1	17*	-1	-17	15	-4	4	6	21	1.1	2
CS(=O)(=O)N1CCN(c2ccc(NC(=O)c3cc4ccccc4o3)cc2)CC1	5	1	-1	-4	-2	0	-2	1	-2.4	6
Cc1cc(C)n(C(=O)CNC(=O)c2ccccc2Br)n1	-3	3	5	3	1	7	1	1	-0.6	-11
CCC(C(=O)NCCCN1CCCCCC1)n1nc(C)c2sc3ccccc3c2c1=O (configuration not stated)	1	-1	3	0	-4	3	1	2	-1.1	0
COCCCNC(=S)NNC(=S)Nc1ccc(OC)cc1	-1	-6	·	2	3	1	-1	-2	-1.7	0
NC(=O)c1nsc(C(=O)N(c2cccc(F)c2)C(C(=O)NCc2ccccc2)c2ccc(O)cc2)c1N (configuration not stated)	-1	-2	-34	-17	-10	-9	9	9	-2.3	10
CC1(C)Nc2cccc3cccc(c23)N1	-2	6	24	4	0	-1	-2	17	-7.8	15
Cc1cccnc1NC(=O)CCc1nnc2ccc(N3CCC4(CC3)OCCO4)nn12	-4	5	7	0	-2	6	-13	-3	1.1	5
O=C(Oc1ccc(/C=N/NC(=O)c2ccco2)cc1)c1ccccc1	0	-3	2	2	-10	-1	18	1	-0.2	-6
O=C(NCCCN1CCOCC1)c1cccc(S(=O)(=O)N2CCOCC2)c1	0	-3	4	0	-1	4	9	0	0.4	-8
FC(F)(F)c1cc(NCc2cccs2)n2ncnc2n1	3	-1	4	7	2	3	-12	-3	0.4	-11
CCOc1ccc(CCN2CN(CC)CNC2=S)cc1OCC	2	2	-1	-2	3	4	11	-4	-1.0	4
COc1ccccc1C1CN(c2ccccc2)N=C1c1cccs1 (configuration not stated)	5	-2	3	8	1	-2	-14	6	3.2	2
Cn1c(=O)c2c(nc(CN3CCC(C(N)=O)CC3)n2CCc2ccccc2)n(C)c1=O	-3	-7	-7	5	4	0	16	-4	-0.2	-13
CCCn1nnnc1NC(=O)c1ccc2ccccc2c1	-2	-2	4	1	2	4	-3	7	-3.9	-8
COc1nc(NC(C)(C)C)nc(Oc2ccc(=O)n(C)n2)n1	0	-5	-2	4	8	-2	-3	1	0.9	-10
Cc1ccsc1/C=N\NC(=O)CCc1c(C)n[nH]c1C	-3	0	7	-2	-7	-2	0	-4	0.2	13
CCOC(=O)c1c(N)sc2c1CCS(=O)(=O)C2	6	-2	10	1	7	4	14	5	1.5	0
CC(C)COC(=O)N1CC(O)CC1C(=O)O (configuration not stated)	0	0	2	1	0	3	-5	0	0.4	3
CCOC(=O)c1cc(C(=O)OCC)c2cc(Br)ccc2n1	-1	40*	-3	5	-6	2	6	-4	11*	11
CC1CCCN1c1ccnc2cc(Cl)ccc12 (configuration not stated)	2	-5	·	-1	-11	-4	-14	0	1.9	14
C/C(=N/NC(=O)c1ccoc1C)C12CC3CC(CC(C3)C1)C2	7	-1	1	8	1	-1	7	0	-0.8	-2
CC1CCN(S(=O)(=O)c2cccc(C(=O)O)c2)CC1	3	-4	-2	1	0	3	10	0	0.0	4
NC(=O)CNC(=O)c1ccc(Cl)cc1	3	5	2	-1	10	3	-8	-1	-0.9	-10
OC(CNCc1ccc(-c2ccccc2)cc1)c1ccccc1 (configuration not stated)	-1	5	2	-6	4	-8	9	3	1.3	3
CCOc1ccc(OCCC(=O)Nc2ccc3c(c2)OCO3)cc1	-1	-5	5	-1	5	1	7	2	0.8	-1
Cc1cccc(N2CCN(C(=O)C34CC5CC(CC(C5)C3)C4)CC2)c1C	1	7	-3	37	-3	2	3	0	-0.1	9

# Compound activity (PubChem BioAssay)
